Kir21 inh: blocks the mouse Kir2.1 inward-rectifier potassium channel; B-score at 10 µM; P35561; HEK293-Kir2.1, FluxOR thallium flux fluorescence; hits give low values; 310,000 compounds, 0.85% hits;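 active = fluorescence ratio B-score at or below minus 3 SD of library scores, with starting-brightness B-score within 2 SD, cut at about -4.2 in these data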;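 also: channel flux triggered by added potassium and thallium sulfate stimulus; B-score of peak minus minimum fluorescence over baseline after thallium stimulus; more negative B-score means stronger Kir2.1 block with less thallium influx; some compounds called inactive have numbers as strong as hits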
Target sequence (P35561 whole entry, looked up): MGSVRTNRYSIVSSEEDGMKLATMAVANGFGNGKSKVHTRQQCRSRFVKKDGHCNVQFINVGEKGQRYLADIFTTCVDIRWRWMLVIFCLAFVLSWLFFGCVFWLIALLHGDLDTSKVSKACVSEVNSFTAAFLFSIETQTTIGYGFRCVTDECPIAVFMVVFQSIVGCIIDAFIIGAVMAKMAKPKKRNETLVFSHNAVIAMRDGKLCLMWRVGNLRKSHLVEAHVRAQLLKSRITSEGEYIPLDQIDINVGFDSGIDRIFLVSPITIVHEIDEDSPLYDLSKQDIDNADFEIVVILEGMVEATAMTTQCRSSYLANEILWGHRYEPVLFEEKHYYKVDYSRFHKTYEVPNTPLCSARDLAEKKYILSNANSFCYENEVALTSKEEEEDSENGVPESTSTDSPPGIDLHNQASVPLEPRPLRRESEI
CHT block: inhibitors of human choline transporter CHT. AID 488975. Q9GZV3. 310,000 compounds, 0.86% hits. B-score at 10 µM. CHT-expressing cells, membrane potential dye, choline response; hits give low values;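 active = B-score over 3 SD under the library average, and starting fluorescence ratio not unusually high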;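 also: choline stimulus applied at its EC90 after an EC20 pre-addition; B-score computed on integrated fluorescence ratio after choline addition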
Target sequence (Q9GZV3 whole entry, looked up): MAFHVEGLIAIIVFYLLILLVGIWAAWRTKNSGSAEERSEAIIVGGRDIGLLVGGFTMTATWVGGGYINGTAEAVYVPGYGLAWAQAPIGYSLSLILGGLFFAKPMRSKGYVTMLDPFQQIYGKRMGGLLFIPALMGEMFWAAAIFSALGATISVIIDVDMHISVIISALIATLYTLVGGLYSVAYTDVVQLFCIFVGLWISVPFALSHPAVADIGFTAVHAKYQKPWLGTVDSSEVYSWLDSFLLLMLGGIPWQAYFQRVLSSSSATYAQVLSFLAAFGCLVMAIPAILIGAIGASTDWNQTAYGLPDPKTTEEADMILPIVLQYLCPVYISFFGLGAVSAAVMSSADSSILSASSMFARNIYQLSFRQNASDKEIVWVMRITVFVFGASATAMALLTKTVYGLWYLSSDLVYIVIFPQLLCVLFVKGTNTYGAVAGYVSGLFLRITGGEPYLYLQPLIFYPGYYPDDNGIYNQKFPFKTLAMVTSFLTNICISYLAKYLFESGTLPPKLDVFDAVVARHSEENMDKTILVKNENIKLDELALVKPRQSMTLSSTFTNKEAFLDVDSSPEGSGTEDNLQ
* hit, by the source's call; i = inactive; x = not tested or not shown; & = joins results of further samples.

SMILES | Kir21 inh | CHT block
O=C(CN(CC1CCCO1)C(=O)CNS(=O)(=O)c1ccc(F)cc1)NC1CCCC1 (stereo not given) | -0.47 | i
CCCCOC(=O)N/N=C/C=C/c1ccccc1 | -0.03 | i
O=C(Cc1cccs1)N=Nc1c(O)[nH]c2ccccc12 | 0.18 | i
CC(C)NC(=O)CSc1nc(-c2ccccc2)cs1 | -1.2 | x
CC(Oc1ccc(Br)cc1)C(=O)Nc1ccc(S(=O)(=O)N(C)C2CCN(C)CC2)cc1 (stereo not given) | -1 | i
Cc1ccc2c(CN3CCCCC3)cc(=O)oc2c1C | -0.78 | i
O=C(CCCCn1c(=O)[nH]c2ccsc2c1=O)NCC1CCCO1 (stereo not given) | -0.15 | i
COC(=O)c1cc(-c2ccc(Cl)cc2)n(-c2ccc(S(N)(=O)=O)cc2)n1 | -2 | i
COc1cc(C(C(=O)NC2CCCCC2)N(C(=O)c2snc(C(N)=O)c2N)c2ccc(C)cc2)ccc1O (stereo not given) | 0.19 | i
C=CCN(C(=O)c1csnn1)C(C(=O)NC1CCCCC1)c1ccc(C)cc1 (stereo not given) | 0.4 | i
O=C1/C(=C/c2cccnc2)SC(=S)N1c1ccccc1 | -0.04 | i
Cc1ccc(N(CC(=O)NC(C)(C)C)C(=O)CNC(=O)c2cccs2)c(C)c1 | 0.36 | i
C=CCOC(=O)C1=C[C@@H](C2CCCCC2)C[C@@H](OCc2ccc(CO)cc2)O1 | -0.64 | i
Cc1ccc(-n2[nH]c(C)c(C=Nc3ccc(S(=O)(=O)Nc4nccs4)cc3)c2=O)c(C)c1 | -0.49 | i
CCC(C)[C@H](NC(=O)NCc1cccs1)C(=O)O (stereo not given in full) | 3 | i
CCOC(=O)c1cnn(-c2ccc(C(F)(F)F)cn2)c1N | 0.03 | i
CN(C(=O)COC(=O)c1ccc2c(c1)NC(=O)CS2)C1CCS(=O)(=O)C1 (stereo not given) | -0.73 | i
OC(CNCc1ccc(Cl)c(Cl)c1)c1ccccc1 (stereo not given) | -2.2 | i
CC1(C)Cc2ccccc2C(/C(=N/O)C(N)=O)=N1 | 0.85 | i
CCOC(=O)CC(NS(=O)(=O)c1ccc2[nH]cc(C(=O)O)c(=O)c2c1)c1ccc(OCC)c(OC)c1 (stereo not given) | 0.03 | i
COc1ccc(C(=O)Nc2ccc(OC)c([N+](=O)[O-])c2)cc1Br | -2 | i
CCCC(=O)Nc1ccc(OCC(O)CNC(C)C)c(C(C)=O)c1 (stereo not given) | -0.25 | i
CN(C)S(=O)(=O)c1ccc(N2CCCC2)c(C(=O)NCc2cccc(C(F)(F)F)c2)c1 | -1.1 | i
O=C(Nc1ccc(NC(=O)c2cccs2)cc1)c1cccs1 | 1.1 | i
CC(=O)C1=C(N2CCCCC2)CCC1=O | 0.8 | i

Later entries
SMILES | Kir21 inh | CHT block
CC12CC3CC(C)(C1)CC(C(=O)NCc1cccnc1)(C3)C2 | -0.4 | i
CCOC(=O)c1cc(C)sc1NC(=O)CSc1nnnn1C | 1.7 | i
COc1cc(C(=O)N2CCN(C(=O)Cc3ccccc3)CC2)cc(OC)c1OC | 1.1 | i
Cc1cc(C)c(-c2csc(NC(=O)CCCc3nc4ccccc4c(=O)[nH]3)n2)c(C)c1 | 0.9 | i
COc1cc(OC)cc(C(=O)N2CCN(C(=O)c3cccnc3)CC2)c1 | 0.22 | i
Cc1ccc(SCc2nc(-c3ccncc3)no2)cc1 | -1.3 | i
COc1ccc(-c2cn3c(C)c(C(=O)NCc4ccc5c(c4)OCO5)sc3n2)cc1 | -0.73 | i
Nc1nnc(CC(=O)N/N=C/c2ccc(-c3ccc(F)cc3)o2)s1 | -0.46 | i
CCn1nnnc1NCc1ccc(OCc2ccc(F)cc2Cl)c(OC)c1 | -0.11 | i
COc1ccc(/C=C2\Oc3cc(OC(=O)N4CCOCC4)ccc3C2=O)c(OC)c1 | 1.2 | i
COCCCNC(=O)CSc1nc2c(sc(=S)n2-c2cc(Cl)ccc2OC)c(=O)[nH]1 | -0.22 | i
COC(=O)[C@@]12CCCCN1[C@H](c1ccc(-c3ccc(OC)cc3)c(OC)c1)[C@@H]1C(=O)N(C)C(=O)[C@@H]12 | x | i
CC(=O)c1cccc(NC(=O)COc2ccc(S(=O)(=O)N3CCOCC3)cc2)c1 | -0.01 | i
CC(C)c1nnc(NC(=O)CSc2nc3ccccc3[nH]2)s1 | -0.44 | i
CC(=C/c1ccccc1)/C=N/n1c(-c2ccncc2)n[nH]c1=S | 2.1 | i
CCCCNC(=O)c1cc(-c2ccc(F)cc2)on1 | -0.09 | i
CC(=O)N(CCS(=O)(=O)c1ccc(Cl)cc1)Cc1cccs1 | -2.6 | i
CN(C)S(=O)(=O)c1ccc2c(c1)/C(=C/c1cc3c([nH]1)CCCC3)C(=O)N2 | x | i
O=C(COc1ccccc1F)NNC(=O)c1ccc(N2CCCCC2)c([N+](=O)[O-])c1 | 0.1 | i
Cc1ccc(S(=O)(=O)CCC(=O)OCC(=O)Nc2cc(F)ccc2C)cc1 | -0.19 | i
CCOC(=O)C(=CNc1cccc(C)c1C)C(=O)OCC | 0.61 | i
NCC12CC3CC(C1)CC(c1ccc(Br)cc1)(C3)C2 | -9.5* | i
CCS(=O)(=O)NCc1cn2ccsc2n1 | -0.45 | i
Cc1ccc(NC(=O)c2nccnc2C(=O)O)cc1C | 2.5 | i
CCC(=O)NCc1csc(-c2cccs2)n1 | 0.23 | i

The listing continues.
SMILES | Kir21 inh | CHT block
CC(=O)c1ccc(N2CCN(C(=O)C3CCC3)CC2)cc1 | 2.2 | i
COc1ccc(C(C[N+](=O)[O-])c2c(C)[nH]c3ccccc23)cc1OC (stereo not given) | -1.6 | i
CCNc1nn2ccccc2c1/C=C(\C#N)C(=O)OCC | 0.19 | i
CCOC(=O)C(C)n1cnc2sc3c(c2c1=O)CCC3 (stereo not given) | 0.81 | i
O=C(Nc1cc(C(=O)N2CCOCC2)ccc1N1CCCC1)c1cccs1 | 0.32 | i
CC/C(=N/NC(=O)c1ccc(Br)cc1)c1ccc(OCCN2CCOCC2)cc1 | 1 | i
COc1ccc(C2C(C#N)=C(C)NC3=C2C(=O)CC(C)(C)C3)c(OC)c1 (stereo not given) | -0.16 | i
COc1cc(-c2nc3c(c(C)nn3-c3ccccc3)c3cc(OC)c(OC)cc23)ccc1O | 0.53 | i
O=C(Cc1c(F)cccc1Cl)Nc1ccccc1N1CCCCC1 | 0.06 | i
COc1ccc(-n2c(C)nn(CC3CC3)c2=O)cc1 | -0.02 | x
COc1ccc(-c2noc(-c3ccc(Br)o3)n2)cc1OC | 0.03 | i
C1CCC(c2nn3c(-c4n[nH]c5c4CCC5)nnc3s2)CC1 | 0.07 | i
CCCOc1c(Br)cc(/C=N/O)cc1OC | -0.23 | i
CCS(=O)(=O)N1CCN(C(=O)c2ccccc2[N+](=O)[O-])CC1 | 0.22 | i
O=C(Nc1cccc(Cl)c1)c1ccc2c(c1)OCCO2 | 0.66 | i
Cc1cc(C)c(C#N)c(SCC(=O)Nc2ccccc2C)n1 | -0.37 | i
CCCNC(=O)c1ccccc1NC(=O)c1ccc2c(c1)NC(=O)C(C)S2 (stereo not given) | 0.12 | -5.9*
Cn1c(=O)c2c(nc(SCC(=O)c3ccccc3F)n2C)n(C)c1=O | -0.77 | i
COC(=O)c1sccc1NC(=O)CSc1nnnn1-c1ccccc1C | 0.32 | i
COc1cccc(N2C(=NC(=O)COc3ccccc3)SC3CS(=O)(=O)CC32)c1 (stereo not given) | 0.79 | i
CCSc1nnc(NC(=O)c2ccc(C)o2)s1 | -0.74 | i
O=C(COC(=O)c1ccccc1)NCCC1=CCCCC1 | -0.1 | i
O=C(NCCSc1c[nH]c2ccccc12)c1c(F)cccc1F | 0.48 | i
Cc1ccc(OCC(=O)NC2CCCCCC2)cc1C | 0.16 | i
COc1cccc(N2CCN(S(=O)(=O)c3ccc(-c4cnc(C5CC5)o4)cc3)CC2)c1 | 2 | i

The list continues:
SMILES | Kir21 inh | CHT block
COc1ccc(S(=O)(=O)NCC(c2ccco2)N2CCOCC2)cc1 (stereo not given) | -0.03 | i
CCOC(=O)Nc1sc(C(=O)N(C)C)c(C)c1C(=O)OCC | 0.8 | i
COC(=O)c1ccc(N2CCOCC2)c(NC(=O)c2ccc(Br)o2)c1 | 1.9 | i
O=[N+]([O-])c1ccccc1OCCCNCc1ccccc1 | -1.3 | i
O=C(/C=C/c1cccs1)Nc1nccs1 | 0.57 | i
CCN1CCN(Cc2ccc(NC(=O)c3ccc(C)c(NC(=O)N4CCNC4=O)c3)cc2C(F)(F)F)CC1 | -1.3&0.28 | i
CCOC(=O)c1ccc(NS(=O)(=O)c2c(C)[nH]c(C)c2C(=O)N2CCCCC2)cc1 | -0.36 | i
CC/C(=N\NC(=O)c1ccccc1Cl)c1ccc(Br)s1 | 1.8 | i
COc1ccc2ccccc2c1/C=N/NC(=O)c1cccc(C)c1 | -1.6 | i
CCCOP(=O)(c1ccc(N(C)C)cc1)C(Nc1ccccc1)c1ccc(N(C)C)cc1 (stereo not given) | -2.4 | i
O=C(CSCc1c(Cl)cccc1Cl)N1CCOCC1 | -1.2 | i
Cc1ccc(-c2ccnc3nc(Sc4ncc(C(F)(F)F)cc4Cl)nn23)cc1 | 0.12 | i
O=C(/C=C/c1ccco1)Nc1cccc2cccnc12 | -1.2 | i
C/C(Cl)=C\CSc1nnc2n(N)c(=O)c3ccccc3n12 | 0.19 | i
COC(C[C@@H]1O[C@@H]1[C@@H](O)[C@H](C)OCc1ccccc1)OC | 1.8 | x
C#Cc1ccc([C@H]2C=C(C(=O)NCc3ccccc3)O[C@@H](OCC)[C@@H]2CCCO)cc1 | 1.7 | i
c1ccc(CCN2CCN(c3ncnc4c3cnn4-c3ccccc3)CC2)cc1 | 1.3 | -5.3*
O=C(c1ccccc1)c1ccc(OCC(O)CN2CCCCC2)cc1 (stereo not given) | -2.7 | i
C/C(CC(=O)NC1CCCCC1)=N\NC(=O)c1ccccn1 | -1.8 | i
CCc1ccc(-c2cc(C)no2)cc1S(=O)(=O)NC(C)Cc1ccco1 (stereo not given) | -2.5 | i
O=C(CCNC(=O)c1ccc([N+](=O)[O-])cc1)Nc1ccccc1N1CCCC1 | -0.01 | i
O=C(O)CC1=C(Nc2ccccc2)C(=O)N(c2ccccc2)C1c1ccc(Br)cc1 (stereo not given) | 0.44 | -5.9*
Cc1cc(C=O)c(C)n1-c1ccc(NC2CCCCC2)c([N+](=O)[O-])c1 | 0.83 | i
Cc1ccnc(N2CCCC(C(=O)Nc3cccc(C)c3C)C2)n1 (stereo not given) | 0.64 | i
Cc1ccc2cc(CNC(C)(C)C)c(=O)[nH]c2c1 | 3.6 | i

Some of these compounds in order of the Kir21 inh value, highest first:
SMILES | Kir21 inh | CHT block
C#Cc1ccc([C@H]2C=C(C(=O)NCc3ccccc3)O[C@@H](OCC)[C@@H]2CCCO)cc1 | 1.7 | i
O=C(CCNC(=O)c1ccc([N+](=O)[O-])cc1)Nc1ccccc1N1CCCC1 | -0.01 | i
O=C(CSCc1c(Cl)cccc1Cl)N1CCOCC1 | -1.2 | i
O=[N+]([O-])c1ccccc1OCCCNCc1ccccc1 | -1.3 | i
CCc1ccc(-c2cc(C)no2)cc1S(=O)(=O)NC(C)Cc1ccco1 (stereo not given) | -2.5 | i

(continued)
SMILES | Kir21 inh | CHT block
CCc1ccc(NC(=O)N(CCN2CCOCC2)C2CCN(C(C)=O)CC2)cc1 | 0.27 | i
CCOC(=O)C(=CNc1ccc(OC)cc1[N+](=O)[O-])C(=O)OCC | -0.29 | i
CCOC(=O)c1nn(-c2ccccc2)c(=O)c(C#N)c1C | -0.45 | i
CN1CCCN(C(=O)c2c(F)cccc2Cl)CC1 | 0.43 | i
Fc1ccc(N2CCN(c3nc(-c4ccco4)cc(C(F)(F)F)n3)CC2)cc1 | 0.44 | i
COc1ccc(OC)c(/C=C/c2[nH]c(=O)[nH]c(=O)c2[N+](=O)[O-])c1 | -0.07 | x
CONC(=O)c1cc(OCC(F)(F)F)ccc1OCC(F)(F)F | 0.52 | i
CC(NC(=O)C1CCC(CNC(=O)[C@@H]2Cc3ccccc3CN2)CC1)c1ccccc1 (stereo not given in full) | -0.54 | i
Cc1ccc(C2CC(=O)C=C(NCC(C)C)C2)cc1 (stereo not given) | -0.05 | i
Cc1ccc(NC(=O)/C(Cl)=C\c2ccccc2)cc1 | -0.18 | i
Nc1ccc(NC(=O)c2cccs2)cc1 | 0.05 | i
O=C(NCc1ccccc1)c1cccc(COc2ccccc2Cl)c1 | 1.7 | i
Cc1cccc2cc3c(NC(=O)c4ccccn4)nn(C)c3nc12 | 0.04 | i
O=C(NCCCn1ccnc1)c1nn2c(C(F)(F)F)cc(-c3ccc(Br)cc3)nc2c1Cl | -0.87 | i
CSc1nc(-c2ccc(Cl)cc2)c(C#N)c(=O)[nH]1 | 0.89 | i
O=C(N/N=C/c1c(O)ccc2ccccc12)c1[nH]ncc1Br | 0.55 | i
Cc1nc(C(N)=O)nc2ccccc12 | 1 | i
Cc1nn(-c2ccccc2)nc1C(N)=O | -0.99 | i
Cc1ccc2oc(C(=O)NCc3ccc(S(N)(=O)=O)cc3)cc(=O)c2c1 | 1.8 | i

Of the compounds above, these have a CF3 group.
SMILES | Kir21 inh | CHT block
CCOC(=O)c1cnn(-c2ccc(C(F)(F)F)cn2)c1N | 0.03 | i
CN(C)S(=O)(=O)c1ccc(N2CCCC2)c(C(=O)NCc2cccc(C(F)(F)F)c2)c1 | -1.1 | i
CCN1CCN(Cc2ccc(NC(=O)c3ccc(C)c(NC(=O)N4CCNC4=O)c3)cc2C(F)(F)F)CC1 | -1.3&0.28 | i
Cc1ccc(-c2ccnc3nc(Sc4ncc(C(F)(F)F)cc4Cl)nn23)cc1 | 0.12 | i
Fc1ccc(N2CCN(c3nc(-c4ccco4)cc(C(F)(F)F)n3)CC2)cc1 | 0.44 | i
CONC(=O)c1cc(OCC(F)(F)F)ccc1OCC(F)(F)F | 0.52 | i
O=C(NCCCn1ccnc1)c1nn2c(C(F)(F)F)cc(-c3ccc(Br)cc3)nc2c1Cl | -0.87 | i
